FUS yeast rescue = rescues growth of FUS-expressing yeast; hit rate 0.24% among 390,000; Potency, µM (series often up to 76.6 µM), for inactives: at the top dose growth rescue (activation), actives largely listed as activators; S. cerevisiae FUS-expressing, growth rescue, OD600, 24 h;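 note: plate controls were DMSO vehicle for no effect and reference control for full effect; nearly all actives have a fitted effect of over 55% in size; some results filed as inactive show a strong effect at the top dose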
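Absorbance at 600 nm, taken 24hr after compound addition, measured rescue of FUS-yeast growth at 30C. Induction used 2% galactose with seeding at OD 0.005. Controls: CP55940 from 92uM final, DMSO only.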
EPAC1 antag = blocks human EPAC1 exchange factor | O95398 | EPAC1 GEF assay, Rap1b-BODIPY-GDP exchange fluorescence | AID 720709 | hit rate 0.14% among 360,000 | Potency, µM (doses to about 115 µM), for inactives: at the top dose activity change, negative = inhibition, usual class: inhibitors;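 note: plate controls were vehicle for no effect and positive control for full effect; nearly all actives have a fitted effect of over 50% in size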
Target sequence (O95398 whole entry, looked up): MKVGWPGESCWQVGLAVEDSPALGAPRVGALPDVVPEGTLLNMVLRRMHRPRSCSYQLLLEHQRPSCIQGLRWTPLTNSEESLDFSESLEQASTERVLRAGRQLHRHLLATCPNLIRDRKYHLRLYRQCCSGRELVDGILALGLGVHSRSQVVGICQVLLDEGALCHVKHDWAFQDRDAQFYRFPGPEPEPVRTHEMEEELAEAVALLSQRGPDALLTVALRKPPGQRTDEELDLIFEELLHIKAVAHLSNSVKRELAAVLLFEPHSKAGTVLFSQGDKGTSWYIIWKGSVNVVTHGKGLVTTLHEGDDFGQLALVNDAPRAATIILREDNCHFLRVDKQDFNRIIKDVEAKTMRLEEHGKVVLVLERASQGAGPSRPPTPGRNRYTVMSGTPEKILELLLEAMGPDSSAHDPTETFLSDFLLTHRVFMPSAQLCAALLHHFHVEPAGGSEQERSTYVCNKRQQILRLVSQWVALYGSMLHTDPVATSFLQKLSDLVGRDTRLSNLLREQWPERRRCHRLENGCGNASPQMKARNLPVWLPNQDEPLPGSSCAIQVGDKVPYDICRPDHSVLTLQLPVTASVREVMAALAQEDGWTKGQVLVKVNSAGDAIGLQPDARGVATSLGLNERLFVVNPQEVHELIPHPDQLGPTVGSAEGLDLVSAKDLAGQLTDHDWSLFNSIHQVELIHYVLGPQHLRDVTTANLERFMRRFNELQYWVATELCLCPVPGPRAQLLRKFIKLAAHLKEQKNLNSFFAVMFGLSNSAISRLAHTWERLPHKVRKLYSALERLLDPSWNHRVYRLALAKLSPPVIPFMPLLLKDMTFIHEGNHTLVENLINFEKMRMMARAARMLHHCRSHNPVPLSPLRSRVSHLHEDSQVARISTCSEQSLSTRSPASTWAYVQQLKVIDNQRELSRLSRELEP
aSyn rescue = rescues yeast growth from alpha-synuclein toxicity | AID 652106 | Yeast expressing alpha-synuclein, growth rescue, BacTiter-Glo, 24 h | Potency, µM (titrated, usually from 46.1 µM), inactives show top-dose growth rescue (activation), usual class: activators | hit rate 0.14% among 370,000; note: % of control where 0% means no effect; nearly all actives have a fitted effect of over 65% in size
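Screening used galactose-induced yeast with toxic alpha-synuclein levels, exposed to compound for 24 hr at 30 deg C. Cell growth, read with BacTiter-Glo luminescence, gave the measured signal.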
EPAC2 ag = agonists of human EPAC2 (RAPGEF4) | Q8WZA2 | EPAC2 activation, biochemical qHTS; response scale: 100% = 6.5 mM cAMP response | Potency, µM (top dose mostly 154 µM), for the others: at the highest dose activation, actives largely listed as activators | hit rate 0.079% among 360,000 | AID 720711; note: nearly all actives have a fitted effect of over 50% in size
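Each well held 100 nM EPAC2, 250 nM RAP1B-BODIPY-GDP and 50 uM GDP. Fluorescence, read at 5-min intervals to 30 min, was referenced to a 6.5 mM cAMP positive control.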
PTHR1 agonist = agonists of human PTHR1 parathyroid hormone receptor; Q03431; Potency, µM (doses to about 115 µM), for the others: top-dose activation, hits mostly activators; hit rate 0.075% among 410,000; AID 743266; HEK293 GP2 PTHR1 cells, GloSensor cAMP luminescence, 1 h; note: nearly all actives have a fitted effect of over 55% in size; some results filed as inactive show a strong effect at the top dose; inactives centre near -15; many of its hits are not listed in these tables
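HEK-293-derived GP2 cells expressing PTHR1 and a GloSensor cAMP reporter, 3,000/well, plated overnight, given luciferin plus IBMX (each 0.5 mM as added) for 1 h at 37 °C, then compound for 1 h at 37 °C. Luminescence was read after 15 min at room temperature.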
EPAC2 antagonist = antagonists of human EPAC2; hit rate 0.18% among 360,000; EPAC2 GEF exchange of Rap1B-BODIPY-GDP, fluorescence; Potency, µM (series often up to 114 µM), for the others: at the highest dose activity, negative = inhibition, most hits filed as inhibitors; Q8WZA2; AID 720708; note: % is set by controls: 0 for no effect and ±100 for the full control effect; nearly all actives have a fitted effect of over 45% in size; many of its hits are not listed in these tables
EPAC1 agonist = activates human EPAC1 exchange factor; O95398; EPAC1 agonist qHTS, biochemical assay; response scale: 100% = response to 6.5 mM cAMP; Potency, µM (series often up to 154 µM), for the others: at the highest dose activation, most hits filed as activators; hit rate 0.073% among 360,000; AID 720707; note: nearly all actives have a fitted effect of over 60% in size
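Fluorescent GDP-exchange assay: 100 nM EPAC1 with 250 nM Rap1B preloaded with BODIPY-GDP and 50 uM GDP; compounds tested as concentration series, 5 min at room temperature, then read every 5 min for 30 min (ex 480/em 540 nm); normalized to 6.5 mM cAMP.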
TDP-43 yeast inh = inhibitors of TDP-43 toxicity in yeast. TDP-43 expressing yeast growth rescue, BacTiter-Glo, 24 h. Potency, µM (doses to about 46.1 µM), without a hit: top-dose growth rescue (activation), most hits filed as activators. hit rate 1.8% among 410,000; note: % of control where 0% means no effect; nearly all actives have a fitted effect of over 50% in size
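Galactose-induced TDP-43 yeast, OD600=0.02, compound pinned; 24 hr, 30 deg C; BacTiter-Glo luminescence for growth. Inhibitors of TDP-43 toxicity read as activators.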
An asterisk follows results filed as active; i = inactive; ? = inconclusive; . = no result given; [ ] = dose if it differs, or a comment. Calls come from the whole dose curve; as a rule, active = well fitted curve in the direction sought with a large enough effect; inconclusive = small, poorly fitted or top-dose-only effect, or another doubt; inactive = no such curve, though single readings can be large; an effect the other way counts as inactive or inconclusive. Potency is the fitted concentration of half-maximal effect.

Each structure is followed by: FUS yeast rescue, EPAC1 antag, aSyn rescue, EPAC2 ag, PTHR1 agonist, EPAC2 antagonist, EPAC1 agonist, TDP-43 yeast inh
- COc1cc(/C=C2/C(=N)N3C=CSC3=NC2=O)ccc1OCCCOc1ccccc1C
→ 9%, -3%, -4%, 1%, i, -2%, 21%, ?
- COc1ccc(CNC(=S)NCc2ccc(F)cc2)cc1
→ 9%, -10%, -11%, 13%, -29%, -1%, 7%, 18%
- O=C(NC(=S)NCC1CCCO1)c1ccc([N+](=O)[O-])cc1 (configuration not stated)
→ -18%, -3%, -13%, 1%, i, 6%, -5%, 26%
- CCCC(=O)NC(NC(=S)Nc1c(C)n(C)n(-c2ccccc2)c1=O)C(Cl)(Cl)Cl (configuration not stated)
→ -14%, 2%, 1%, 2%, i, 13%, -4%, 2%
- Cc1cccc(C(=O)Nc2ccccc2N2CCN(c3ccc(F)cc3)CC2)c1
→ 31%, 10%, -5%, -6%, -40%[inhibitor], 16%, 4%, -5%
- CCc1ccnc(NS(=O)(=O)c2ccc3c(c2)OCCO3)c1
→ 1%, -15%, 4%, 4%, -27%, 22%, -1%, 8%
- CC(C)Cc1cc(C(=O)N2CCC(N3CCC(C(=O)N4CCCC4)CC3)CC2)n[nH]1
→ 17%, 13%, 1%, 5%, i, 5%, 10%, -6%[9.22 µM]
- CC(=O)Nc1ccc(S(=O)(=O)N[C@H](C(=O)O)C(C)C)cc1
→ -24%, 20%, 0%, -6%, i, 9%, 1%, 8%
- Cc1ccc(S(=O)(=O)Nc2cc(C(=O)Nc3cc(C)cc(C)c3)ccc2Cl)cc1
→ ?, -6%, 3%, 2%, -23%, -3%, 17%, 23%
- O=C(NCC1CCCO1)c1onc(CSc2cccc(Cl)c2)c1C(=O)O (configuration not stated)
→ -18%, 10%, 0%, 1%, -24%, 1%, -24%, 20%
- Nc1cc(=O)[nH]c(SCC(=O)Nc2ccc(Cl)c(Cl)c2)n1
→ 15%, 6%, 1%, 7%, i, 8%, 2%, -13%
- CC1CN(C(=O)C2CCCN2S(=O)(=O)c2ccc(Cl)cc2)CC(C)O1 (configuration not stated)
→ 4%, 4%, 3%, 5%, i, 1%, 3%, -13%
- CC(=O)C1=C(C)NC(SCC(=O)c2ccc(Cl)cc2)=C(C#N)C1CC(C)C (configuration not stated)
→ ., -9%, 8%, 10%, i, -1%, 7%, 1%
- CC(Sc1ncnc2c1cnn2-c1ccccc1)C(=O)NCC1CCCO1 (configuration not stated)
→ 8%, -5%, 0%, 7%, -15%, 5%, 0%, ?
- Cc1nn(C(C)C(=O)NC2C(=O)N3C(C(=O)O)=C(CSc4nnnn4C)CSC23)cc1Cl (configuration not stated)
→ 1%, -13%, 19%, 1%, i, 8%, 0%, 3%
- CN1CCC(N(C)C(=O)c2ccc(Cl)c(S(=O)(=O)Nc3cc(Cl)ccc3Cl)c2)CC1
→ -3%, -1%, 0%, 0%, -19%, -15%, -4%, -1%
- OCCn1c(-c2ccc(F)cc2)csc1=Nc1ccccc1
→ 11%, -4%, -4%, 6%, -35%[inhibitor], -11%, 6%, -9%
- COc1ccc(CN(C)CC(=O)Nc2sc3c(c2C#N)CCC3)c(OC)c1
→ ?, -20%, 2%, 16%, -33%[inhibitor], -7%, 3%, -3%
- N#Cc1c(N)oc(-c2ccccc2)c1-c1ccccc1
→ 20%, 5%, -3%, 4%, i, 7%, -10%, -12%
- O=C(Cn1cc(COc2ccc(-n3cccc3)cc2)nn1)NS(=O)(=O)c1ccccc1C(F)(F)F
→ 3%, -18%, 0%, 5%, i, 9%, -1%, 5%
- CCCOC(=O)Nc1cc(OC)ccc1[N+](=O)[O-]
→ -6%, -11%, 2%, 5%, i, 6%, -2%, 6%
- COc1ccc(N2CCN(C(=O)COC(=O)[C@@H](NC(=O)OCc3ccccc3)C(C)C)CC2)cc1
→ ., -13%, 12%, 3%, -33%[inhibitor], 0%, 5%, 27%
- Cc1nc2ccc(Cl)cc2[nH]1
→ -19%, -23%, -10%, 15%, -15%, 2%, 4%, -6%
- CCOC(=O)Nc1ccc2c(c1)C(=NO)c1ccccc1-2
→ ., -12%, -42%[inhibitor], 1%, -9%, -8%, -2%, -19%
- Nc1ccc(C(=O)Nc2ccc(Nc3ccncc3)cc2)c([N+](=O)[O-])c1
→ -8%, 4%, -2%, 4%, i, -2%, -1%, 20%
- S=C(NCCCN1CCOCC1)Nc1cccc(Cl)c1
→ 14%, 11%, -7%, 16%, 7%, -4%, 4%, -8%
- Brc1ccc(-c2cn3c(n2)CCc2ccc4cccnc4c2-3)cc1
→ 16%, 4%, -28%, 2%, i, 3%, 4%, ?
- CCOC(=O)Cc1c(C)c2c(O)cc(O)cc2oc1=O
→ 34%, 3%, 5%, 5%, i, 16%, -4%, -17%
- CCOC(=O)CCCn1ncn2c(cc3occc32)c1=O
→ 20%, 5%, 3%, 8%, -10%, 10%, 6%, 20%
- Cc1nnc(SCC(=O)N(C)CC(=O)Nc2ccc(F)cc2)n1Cc1ccccc1
→ -16%, 3%, -5%, -1%, i, 1%, 3%, -2%
- CCCCCCCNC(=O)c1ccc(N2CCC3(CC2)OCCO3)c([N+](=O)[O-])c1
→ ., -21%, 5%, -12%, -23%, -15%, 1%, ?
- COc1ccc(NCc2nnc(SCC(=O)Nc3ccc(OC)cc3OC)o2)cc1
→ -15%, 3%, 6%, 9%, i, 2%, 1%, 24%
- CCOC(=O)N1CCc2c(sc3c2c(=O)n(Cc2ccccc2)c(=O)n3Cc2ccccc2F)C1
→ 9%, -7%, -18%, 3%, i, -6%, 2%, ?
- CCOC(=O)CSc1nc(=O)n2cc(C)ccc2n1
→ 10%, -10%, 26%, 10%, i, 18%, -1%, 0%[9.22 µM]
- N#Cc1ccc(CSc2nnc(-c3ccccn3)n2-c2ccc(Cl)cc2)cc1
→ 14%, -14%, 1%, 3%, i, -9%, 6%, ?
- COc1ccc(S(=O)(=O)Nc2nc3ccccc3s2)cc1OC
→ 2%, 8%, 2%, 4%, i, 8%, -4%, -14%
- CCN(C(=O)c1cccc(S(=O)(=O)N(C)C)c1)C12CC3CC(CC(C3)C1)C2
→ -11%, -4%, 12%, -3%, -75%, -8%, 9%, -7%
- CCNc1ccc(C(=O)O)cc1N
→ ., -14%, 8%, 1%, -5%, 2%, -3%, 7%
- COc1cc(/C=C/CNC[C@H]2O[C@@H](n3ccc(=O)[nH]c3=O)[C@H](O)[C@@H]2O)ccc1O
→ -11%, -7%, -12%, 0%, -25%, 8%, 10%, 11%
- Cc1cccc(CCNC(=O)CC2C(=O)NCCN2Cc2ccc(F)c(F)c2)n1 (configuration not stated)
→ 16%, 2%, -5%, -8%, i, 7%, 6%, -4%
- COc1ccc(CCNC(=O)CCS(=O)(=O)c2cc3c(cc2Cl)NC(=O)CO3)cc1OC
→ -3%, ., -2%, ., i, ., ., 9%
- CC(=O)c1c(C)[nH]c(C(=O)NCc2ccccc2)c1C
→ -14%, 0%, 1%, 1%, -30%[inhibitor][57.5 µM], 3%, 0%, -7%
- CN(C)c1oc(-c2ccc(OCc3ccc(Cl)cc3)cc2)nc1C#N
→ -3%, 4%, 0%, 6%, ?, -1%, 6%, -22%
- CC(=O)Nc1ccc(/C=N/NS(=O)(=O)c2cc(C)ccc2C)cc1
→ -23%, -5%, -12%, 0%, i, 2%, -3%, 2%
- CCOC(=O)c1nnsc1N
→ -8%, 19%, -2%, -10%, i, 7%, 6%, -9%
- O=C(NNS(=O)(=O)c1ccc(F)cc1)c1ccc([N+](=O)[O-])cc1Cl
→ 17%, -2%, -3%, 8%, 9%, 23%, -9%, -16%
- COc1ccc(N2C(=O)CCC(C(=O)NCc3cccnc3)C2c2ccc(OC)c(OC)c2)cc1 (configuration not stated)
→ 1%, 7%, 2%, -4%, i, -5%, -2%, 18%
- CCOC1=C2[C@@H](CN(S(=O)(=O)c3ccc(C)cc3)[C@H]2c2ccc(CC)cc2)[C@H]2C(=O)N(c3ccccc3)C(=O)[C@H]2C1
→ -8%, 12%, -2%, -2%, -23%, 1%, -8%, 1%
- CCc1nnc(NS(=O)(=O)c2ccc(NC(=O)/C=C/c3ccc(OC)cc3OC)cc2)s1
→ ?, ?, -1%, 5%, -23%, -6%, -1%, 12%
- Cc1cc(C)c2c3c(sc2n1)C1(CCSCC1)C(C#N)=C(N)O3
→ 0%, -25%, -1%, 30%, -18%[57.5 µM], -9%, ?, -6%
- COc1ccc(CSc2nnnn2-c2ccc(O)cc2)cc1F
→ 16%, -23%, 23%, 14%, -9%, -22%, 7%, ?
- O=P(c1ccccc1)(c1ccccc1)c1ccc(O)cc1
→ -6%, -2%, -1%, -1%, i, -2%, 8%, -16%
- COc1ccc(C(=O)OCC(=O)NC2CCCC2)c(OC)c1OC
→ -14%, -7%, 4%, 10%, i, 10%, 4%, -8%
- CCCC(=O)Nc1ccc(C(=O)COC(=O)C2CC2C)cc1 (configuration not stated)
→ -6%, -25%, 6%, 8%, i, 8%, 5%, 16%
- O=C1CN(C(=O)c2ccccc2F)C(c2ccc(F)cc2)c2cc(F)ccc2N1 (configuration not stated)
→ 5%, -8%, 5%, 7%, i, 6%, -1%, -10%
- O=c1c2ccccc2nc(/C=C/c2cccc([N+](=O)[O-])c2)n1CCO
→ 11%, ?, -4%, 5%, -19%, -18%, 7%, -6%[9.22 µM]
- CCCC(c1nnnn1CCOC)N1CCN(c2nc3ccccc3s2)CC1 (configuration not stated)
→ 25%, 7%, 4%, 14%, -18%, -16%, 8%, -8%
- CC(C)c1nc(CNC(=O)CC2C(=O)NCCN2Cc2cccc(F)c2F)cs1 (configuration not stated)
→ 17%, 4%, 0%, -4%, i, 4%, -5%, 22%
- CS(=O)(=O)c1ccc(Cl)c(C(=O)NCC2CCCCC2)c1
→ -20%, -18%, 4%, 4%, i, -1%, 10%, 6%
- CCCN(CC(=O)Nc1c(C)cccc1CC)C(=O)SCC
→ -4%, -17%, -4%, 12%, i, -2%, -1%, 13%

Continuation.
Each structure is followed by: FUS yeast rescue, EPAC1 antag, aSyn rescue, EPAC2 ag, PTHR1 agonist, EPAC2 antagonist, EPAC1 agonist, TDP-43 yeast inh
- CCOc1ccc(C2Nc3ccccc3C(CC)(CC)O2)cc1 (configuration not stated)
→ -42%, -11%, 0%, 11%, -4%, 4%, -8%, 18%
- O=C(CSc1nc2ncccc2[nH]1)c1ccc(F)cc1
→ -10%, -17%, 3%, 11%, -15%[57.5 µM], -4%, 12%, -7%
- CCc1nnc(NC(=O)CN2CCN(S(C)(=O)=O)CC2)s1
→ 23%, -5%, 0%, -3%, -13%, 5%, 2%, -2%
- CC(C)CNC(C(=O)Nc1ccc([N+](=O)[O-])cc1Br)c1ccccc1 (configuration not stated)
→ -19%, -13%, 3%, 3%, -13%, ?, 4%, 4%

Bioassay records: PubChem, National Center for Advancing Translational Sciences (NCATS)

The list is partial (hit frequency here may not be typical).
